D2 potentiator = positive allosteric modulators of human D2 dopamine receptor. P14416. HEK293 T-REx D2, calcium flux, EC20 dopamine potentiation. potentiation, % at 10 µM. hit rate 0.34% among 340,000. AID 485347;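 active means potentiation over 3 SD above the plate norm, cut at about 30% in these data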; further: 0% is about no effect
Target sequence (P14416 whole entry, looked up): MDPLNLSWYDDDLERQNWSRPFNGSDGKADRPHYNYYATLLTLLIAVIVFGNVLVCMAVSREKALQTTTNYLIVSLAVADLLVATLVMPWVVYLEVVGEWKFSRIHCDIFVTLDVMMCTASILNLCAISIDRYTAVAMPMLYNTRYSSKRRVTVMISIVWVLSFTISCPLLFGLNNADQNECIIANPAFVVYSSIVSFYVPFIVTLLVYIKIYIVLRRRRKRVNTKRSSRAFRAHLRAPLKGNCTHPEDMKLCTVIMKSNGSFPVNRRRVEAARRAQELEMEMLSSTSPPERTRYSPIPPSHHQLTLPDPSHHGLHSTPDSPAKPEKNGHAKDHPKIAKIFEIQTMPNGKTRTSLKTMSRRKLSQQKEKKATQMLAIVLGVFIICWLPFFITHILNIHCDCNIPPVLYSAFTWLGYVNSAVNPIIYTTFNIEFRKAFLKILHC
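Tetracycline-induced Hek293 Trex D2 cells, force-coupled to calcium, loaded with no-wash calcium dye. Compound added with 180 s kinetic read for agonism, then EC20 dopamine and a further 180 s read for potentiation.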
D1 potentiator = potentiators of human D1 dopamine receptor. HEK293 TREx D1 cells, calcium flux, dopamine EC20 potentiation. potentiation, % at 10 µM. P21728. AID 504651. hit rate 0.036% among 360,000; in the data active means potentiation above about 30%; further: 0% is about no effect
Target sequence (P21728 whole entry, looked up): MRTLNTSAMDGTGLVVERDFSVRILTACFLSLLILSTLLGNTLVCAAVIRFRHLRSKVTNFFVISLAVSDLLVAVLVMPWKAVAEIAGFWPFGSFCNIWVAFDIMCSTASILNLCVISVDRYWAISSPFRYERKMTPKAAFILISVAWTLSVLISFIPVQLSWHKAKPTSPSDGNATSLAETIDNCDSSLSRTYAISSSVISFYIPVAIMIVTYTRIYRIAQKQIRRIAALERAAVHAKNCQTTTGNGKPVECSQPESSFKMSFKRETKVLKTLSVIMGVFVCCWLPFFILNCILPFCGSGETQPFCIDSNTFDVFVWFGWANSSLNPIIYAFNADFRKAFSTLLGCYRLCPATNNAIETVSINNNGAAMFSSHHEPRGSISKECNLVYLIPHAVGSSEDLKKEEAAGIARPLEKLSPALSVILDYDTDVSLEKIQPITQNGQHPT
RXFP1 antag = RXFP1 (human) relaxin receptor antagonism | Q9HBX9 | HEK293-RXFP1, relaxin-stimulated cAMP HTRF, 30 min; hits give low values | activity change, negative = inhibition, % at 57.5 µM | hit rate 0.59% among 350,000;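 active means activity change of -60% or lower, but not beyond a set lower limit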; further: on the % scale 0 is the no-effect control and ±100 the full control effect
D2 ag = agonists of human D2 dopamine receptor. P14416. HEK293 T-REx D2 cells, calcium flux agonist mode. activation, % at 2 µM. hit rate 0.53% among 340,000. AID 485358;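 active means activation over 3 SD above normal in the single-dose calcium agonist read, cut at about 30% in these data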; further: 0% is about no effect
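Tetracycline-induced HEK293 Trex cells with D2 receptor force-coupled to calcium signaling, plated overnight at 30 C and loaded with no-wash calcium dye. Calcium flux read kinetically for 180 s after compound addition; responses flag agonists.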
D1 agonist = human D1 receptor agonism; P21728; HEK293 T-REx D1 cells, calcium flux, agonist mode; activation, % at 2 µM; hit rate 1% among 360,000; AID 504660; in the data active means activation above about 30%; further: 0% is about no effect
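Agonism was scored from calcium flux recorded over 180 s (1 read/s) after pintool compound addition, following a 10-cycle baseline. Cells were inducible force-coupled HEK293 TREx D1, plated overnight at 30 C and loaded with no-wash calcium dye.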
RXFP1 agonist = agonists of human relaxin receptor RXFP1; Q9HBX9; hit rate 0.3% among 370,000; HEK293T-RXFP1 cAMP TR-FRET, 30 min; response scale: percent of porcine relaxin response, buffer zero; Potency, µM (series often up to 57.5 µM), for the others: at the highest dose activation, hits mostly activators; active means well fitted activation curve with a large enough effect; further: potency means the concentration at half of the fitted maximal effect; on the % scale 0 is the no-effect control and ±100 the full control effect; nearly all actives have a fitted effect of over 60% in size; many of its hits are not listed in these tables
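Agonist response is measured as cAMP accumulation in an RXFP1-transfected HEK293T line under PDE4 inhibition. Values are scaled between buffer-only and 29 nM porcine relaxin, and EC50s come from standard Hill equation fits.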
D1 antag = antagonists of human D1 dopamine receptor; P21728; HEK293 TREx D1 cells, calcium flux, dopamine EC80; hits give low values; activity change, negative = inhibition, % at 10 µM; hit rate 3.2% among 360,000; in the data active means activity change below about -30%; further: on the % scale 0 is the no-effect control and ±100 the full control effect
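Allosteric or orthosteric antagonism assessed as attenuation of the calcium response to EC80 dopamine, added 180 s after compound, in induced HEK293 Trex D1 cells loaded with no-wash calcium dye.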
TRHR enhancer = TRH receptor (human) allosteric enhancement; P34981; TRHR cells, fluo-8 calcium fluorescence, EC20 TRH enhancement; enhancement, % at 2 µM; hit rate 0.66% among 360,000; AID 493056; in the data active means enhancement above about 30%; further: 0% is about no effect
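TRHR-expressing cells loaded with fluo-8 calcium dye were read kinetically (ex 480/em 530) during compound addition, then stimulated with an EC20 of TRH (10 nM final). Enhancement of the Gq-mediated intracellular calcium response was scored.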
D2 antagonist = antagonists of human D2 dopamine receptor; P14416; HEK293 TREx D2 cells, calcium flux, dopamine EC80; inhibition, % at 10 µM; hit rate 2% among 340,000; in the data active means inhibition above about 30%; further: 0% is about no effect
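In this primary screen, negative modulation is detected by tracking calcium flux after an EC80 dopamine challenge in inducible HEK293 T-REx D2 cells preexposed to test compound for 180 s.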
An asterisk follows results filed as active; & = joins results of further samples. Not all compounds are listed (hit frequency here may not be typical).

`COc1ccc(CNc2ccc3c(c2)CCC3)cc1Br` gave D2 potentiator 9, D1 potentiator -5, RXFP1 antag -6, D2 ag -1.4, D1 agonist 5, RXFP1 agonist 0.2%, D1 antag -8, TRHR enhancer -3 and D2 antagonist -2.
For Cc1ccc(NC(=O)CN(C)C(=O)CNC(=O)c2sc3ccccc3c2Cl)cc1 the results were D2 potentiator 0, D1 potentiator -1, RXFP1 antag 3, D2 ag 1.1, D1 agonist 4, RXFP1 agonist 7.9%, D1 antag 4, TRHR enhancer 4 and D2 antagonist -17.
Screening O=C(N/N=C1\CC2CC=CC12)c1ccccc1Cl (configuration not stated) returned D2 potentiator 2, D1 potentiator -6, RXFP1 antag -2, D2 ag 0.4, D1 agonist -3, RXFP1 agonist 0.8%, D1 antag 1, TRHR enhancer -5 and D2 antagonist 4.
For Cc1cc(OC(C)C(=O)NCC2CCC(C(=O)O)CC2)c2c(C)cc(=O)oc2c1 (configuration not stated) the results were D2 potentiator -1, D1 potentiator 0, D2 ag -0.5, D1 agonist 2, RXFP1 agonist 2.0%, D1 antag 16, TRHR enhancer -2 and D2 antagonist 1.
Screening COc1ccc(CCNC(=O)c2cc3c(=O)n4ccccc4nc3n(CCN3CCOCC3)c2=N)cc1 returned D2 potentiator -5, D1 potentiator -3, RXFP1 antag 27, D2 ag -0.2, D1 agonist 0, RXFP1 agonist 13%, D1 antag -11, TRHR enhancer -5 and D2 antagonist 3.
Screening COc1cccc(N2CCN(C(=O)c3ccc(CS(=O)c4ccc(C)cc4)o3)CC2)c1 (configuration not stated) returned D2 potentiator 0, D1 potentiator -1, RXFP1 antag -8, D2 ag -1.4, D1 agonist 2, RXFP1 agonist 2.1%, D1 antag -20, TRHR enhancer 4 and D2 antagonist 16.
`COc1cccc(CN(C)C(=O)c2ccc(N3CCCC3)c([N+](=O)[O-])c2)c1` gave D2 potentiator 0, D1 potentiator 2, RXFP1 antag -2, D2 ag 0.2, D1 agonist 1, RXFP1 agonist 2.2%, D1 antag -17, TRHR enhancer -10 and D2 antagonist 4.
For COC(=O)c1c(O)cc(C(C)(C)C)n(-c2ccccc2)c1=O the results were D2 potentiator 7, D1 potentiator -7, D2 ag 0.1, D1 agonist 3, RXFP1 agonist 2.5%, D1 antag -18, TRHR enhancer -6 and D2 antagonist 2.
`O=C(NC(=S)Nc1ccc(S(=O)(=O)Nc2nccs2)cc1)c1ccccc1F` gave D1 potentiator -4, RXFP1 antag -12, D2 ag 0.6, D1 agonist 1, RXFP1 agonist 8.9%, D1 antag -5, TRHR enhancer 0 and D2 antagonist 15.
Screening CC(C)(CC(=O)O)CC(=O)N1CCN(c2nc3cc(Cl)ccc3s2)CC1 returned D2 potentiator 1, D1 potentiator -1, RXFP1 antag -8, D2 ag 0.6, D1 agonist 2, RXFP1 agonist 1.0%, D1 antag 8, TRHR enhancer -6 and D2 antagonist -6.
`CCOC(=O)c1nnn(-c2nonc2N)c1COc1ccccc1` gave D2 potentiator -1, D1 potentiator -8, RXFP1 antag -5, D2 ag -0.3, D1 agonist 1, RXFP1 agonist 1.3%, D1 antag -8, TRHR enhancer -2 and D2 antagonist 11.
`CC(=O)N1c2ccc(S(=O)(=O)N3CCC(C(=O)NCc4ccc(F)cc4)CC3)cc2CC1C` (configuration not stated) gave D2 potentiator -6, D1 potentiator -5, RXFP1 antag -15, D2 ag 0.4, D1 agonist 0, RXFP1 agonist -0.6%, D1 antag 4, TRHR enhancer 2 and D2 antagonist -7.
`COc1cc(OC)cc(-c2nnc(SCC(=O)Nc3ccc(C(=O)O)cc3)s2)c1` gave D2 potentiator 13, D1 potentiator -1, RXFP1 antag 0, D2 ag 1.2, D1 agonist 2, RXFP1 agonist 0.3%, D1 antag -9, TRHR enhancer -3 and D2 antagonist 9.
`CC(C)CCNc1ncnc2c1cnn2Cc1ccccc1Cl` gave D2 potentiator 0, D1 potentiator -1, RXFP1 antag -8, D2 ag -0.4, D1 agonist 0, RXFP1 agonist -1.5%, D1 antag -2, TRHR enhancer -6 and D2 antagonist -12.
For O=C(NCCO)c1cccc2c1C(=O)c1ccccc1-2 the results were D2 potentiator 16, D1 potentiator -3, D2 ag 0.8, D1 agonist 1, RXFP1 agonist -1.0%, D1 antag -2, TRHR enhancer 5 and D2 antagonist 18.
Cn1c(=S)[nH]c(=O)c2ncc(=O)[nH]c21 was read as D2 potentiator 13, D1 potentiator -7, RXFP1 antag -6, D2 ag -0.1, D1 agonist 2, RXFP1 agonist 1.0%, D1 antag 14, TRHR enhancer 6 and D2 antagonist -2.
`C#CCOCCOCCOCCNc1nc(N2CCN(C(=O)CCCCCCCCCCNC(=O)[C@H]([C@@H](C)CC)n3cc(CCCCCN)nn3)CC2)nc(N2CCN(C(=O)CCCCCCCCCCNC(=O)[C@H]([C@@H](C)CC)n3cc(CCCCN=C(N)N)nn3)CC2)n1` gave D2 potentiator -1, D1 potentiator -5, D2 ag 1.9, D1 agonist 1, RXFP1 agonist 0.8%, D1 antag 16, TRHR enhancer 3 and D2 antagonist -13.
CCN1CCN(c2nnc(-c3ccccc3)c3ccccc23)CC1 was read as D2 potentiator -19, D1 potentiator -1, RXFP1 antag -5, D2 ag -0.3, D1 agonist 2, RXFP1 agonist 6.2%, D1 antag 13, TRHR enhancer 4 and D2 antagonist -4.
`COc1ccc(N(C(=O)c2cccc(OC)c2OC)C2C=CS(=O)(=O)C2)cc1` (configuration not stated) gave D2 potentiator 10, D1 potentiator -8, RXFP1 antag 1, D2 ag 0.5, D1 agonist 4, RXFP1 agonist -0.9%, D1 antag 15, TRHR enhancer -1 and D2 antagonist 9.
Screening CSc1ncccc1C(=O)N1CCN(S(=O)(=O)c2ccc(F)cc2)CC1 returned D2 potentiator 8, D1 potentiator -4, RXFP1 antag 7, D2 ag 0.1, D1 agonist 1, RXFP1 agonist 3.1%, D1 antag -5, TRHR enhancer -8 and D2 antagonist -9.

As a short view, some entries already given:
`COc1ccc(CNc2ccc3c(c2)CCC3)cc1Br` gave D2 potentiator 9, D1 potentiator -5, RXFP1 antag -6, D2 ag -1.4, D1 agonist 5, RXFP1 agonist 0.2%, D1 antag -8, TRHR enhancer -3 and D2 antagonist -2.
For Cc1ccc(NC(=O)CN(C)C(=O)CNC(=O)c2sc3ccccc3c2Cl)cc1 the results were D2 potentiator 0, D1 potentiator -1, RXFP1 antag 3, D2 ag 1.1, D1 agonist 4, RXFP1 agonist 7.9%, D1 antag 4, TRHR enhancer 4 and D2 antagonist -17.
Screening O=C(N/N=C1\CC2CC=CC12)c1ccccc1Cl (configuration not stated) returned D2 potentiator 2, D1 potentiator -6, RXFP1 antag -2, D2 ag 0.4, D1 agonist -3, RXFP1 agonist 0.8%, D1 antag 1, TRHR enhancer -5 and D2 antagonist 4.
For Cc1cc(OC(C)C(=O)NCC2CCC(C(=O)O)CC2)c2c(C)cc(=O)oc2c1 (configuration not stated) the results were D2 potentiator -1, D1 potentiator 0, D2 ag -0.5, D1 agonist 2, RXFP1 agonist 2.0%, D1 antag 16, TRHR enhancer -2 and D2 antagonist 1.
Screening COc1ccc(CCNC(=O)c2cc3c(=O)n4ccccc4nc3n(CCN3CCOCC3)c2=N)cc1 returned D2 potentiator -5, D1 potentiator -3, RXFP1 antag 27, D2 ag -0.2, D1 agonist 0, RXFP1 agonist 13%, D1 antag -11, TRHR enhancer -5 and D2 antagonist 3.

The results go on:
`CN(C(=O)CN1C(=O)S/C(=C\c2ccccc2)C1=O)C1CCS(=O)(=O)C1` (configuration not stated) gave D2 potentiator -10, D1 potentiator -5, RXFP1 antag 2, D2 ag 0.1, D1 agonist 1, RXFP1 agonist 6.9%, D1 antag 51, TRHR enhancer 4 and D2 antagonist -12.
Screening CCC(C)c1ccc2oc(-c3ccc(NC(=O)Cn4cnc5c(=O)n(C)c(=O)n(C)c54)cc3)nc2c1 (configuration not stated) returned D1 potentiator 7, RXFP1 antag -17, D2 ag 0.7, D1 agonist 1, RXFP1 agonist 1.1%, D1 antag 5, TRHR enhancer 0 and D2 antagonist 8.
O=C(CC(NS(=O)(=O)c1ccc(Cl)cc1)c1ccco1)N1CCc2ccccc21 (configuration not stated) was read as D2 potentiator -7, D1 potentiator 2, RXFP1 antag 13, D2 ag -0.4, D1 agonist 1, RXFP1 agonist 1.2%, D1 antag -3, TRHR enhancer 0 and D2 antagonist -3.
Screening COc1ccc(C2=NOC(CNC(=O)c3ccccc3Br)C2)c(OC)c1 (configuration not stated) returned D2 potentiator -6, D1 potentiator -3, RXFP1 antag -6, D2 ag -0.3, D1 agonist 1, RXFP1 agonist -1.0%, D1 antag 2, TRHR enhancer -1 and D2 antagonist -5.
COc1ccc(Cl)cc1NC(=O)CCn1c(=O)oc2ccccc21 was read as D2 potentiator -3&-4, D1 potentiator -6&-1, RXFP1 antag -8, D2 ag -0.3, D1 agonist 5&3, RXFP1 agonist 2.2%&1.7%, D1 antag -20&9, TRHR enhancer -2&10 and D2 antagonist -15.
Screening CCN(CC)C(=O)CN1CCC(n2c(C)nc3cc(C(F)(F)F)ccc32)CC1 returned D2 potentiator 0, D1 potentiator -2, RXFP1 antag -4, D2 ag 0.7, D1 agonist 3, RXFP1 agonist 2.2%, D1 antag 27, TRHR enhancer 6 and D2 antagonist -9.
For O=C(OCc1ccccc1)C1CCCN1C(=O)c1cccs1 (configuration not stated) the results were D2 potentiator 20, D1 potentiator -4, RXFP1 antag 9, D2 ag -1.0, D1 agonist 0, RXFP1 agonist -0.2%, D1 antag -15, TRHR enhancer 39* and D2 antagonist -13.
For CCCN1C2=C(C(=O)CCC2)C(c2ccc(O)c(Br)c2)C2=C1CCCC2=O the results were D2 potentiator 2, D1 potentiator -7, RXFP1 antag 1, D2 ag 0.9, D1 agonist 0, RXFP1 agonist 2.1%, D1 antag 17, TRHR enhancer 0 and D2 antagonist -6.
C/C(=N\Nc1nc(N)cc(Cl)n1)c1ccc(Cl)c(Cl)c1 was read as D1 potentiator 2, RXFP1 antag -3, D2 ag 0.5, D1 agonist 1, RXFP1 agonist 0.0%, D1 antag 4, TRHR enhancer 5 and D2 antagonist -4.
Screening O=C(COC(=O)CNS(=O)(=O)c1ccccc1)NC12CC3CC(CC(C3)C1)C2 returned D2 potentiator 3, D1 potentiator -2, RXFP1 antag 9, D1 agonist 1, RXFP1 agonist 0.2%, D1 antag 5 and TRHR enhancer -3.
`Clc1ccccc1-c1nc(-c2cccnc2)no1` gave D2 potentiator 11, D1 potentiator -8, RXFP1 antag 12, D2 ag -0.4, D1 agonist 1, RXFP1 agonist 3.7%, D1 antag -8, TRHR enhancer 1 and D2 antagonist 4.
CCOC(=O)c1nnn(-c2nonc2N)c1CNc1ccccc1 was read as D2 potentiator -10, D1 potentiator 2, RXFP1 antag -1, D2 ag 0.1, D1 agonist 0, RXFP1 agonist 0.4%, D1 antag -6, TRHR enhancer 10 and D2 antagonist -2.

Screening data (PubChem BioAssay)
